# Bioassay records: PubChem, several laboratories
# UTI89 phage lysis – protection from phage-mediated lysis, alamar blue read-out – E. coli UTI89, K1F phage, bacterial capsule biogenesis inhibitors (AID 488966). E. coli UTI89 K1F phage lysis, alamar blue, 2 h; higher % means a stronger effect. inhibition, % at 100 µM; hits with a dose series show IC50 in µM. 340,000 tested, 0.02% active;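 active = phage lysis inhibition, versus mean bacterial control, above a set limit; inconclusive = no clear call, values can overlap the other calls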;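 also: capsule biogenesis inhibitors block K1F phage lysis so surviving cells raise fluorescence; higher fluorescence means more inhibition of phage lysis; actives were called in the ten point dose series up to 300 µM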
# Dengue-2 NS5 capping – flavivirus cap methylation enzyme inhibition – biochemical, confirmation dose response, primary screen (AID 588689) | Dengue-2 NS5 methyltransferase capping enzyme assay, biochemical; higher % means a stronger effect | one-dose inhibition, % at 25 µM; IC50 in µM for titrated hits | 340,000 tested, 0.3% active; in the data active = a potency from the dose series; inconclusive = inhibition above about 29% without an active follow-up result
# RSV CPE inhibition – inhibition of RSV-induced cytopathic effect – HEp-2 cells, primary 10 µM value included (AID 2391); HEp-2 cells, RSV-induced CPE inhibition; higher % means a stronger effect; one-dose CPE inhibition, % at 10 µM; IC50 in µM for titrated hits; 310,000 tested, 0.13% active; in the data active = a potency from the dose series; inconclusive = CPE inhibition mostly from about 23% at the one dose, without a potency; inactive = the rest, 99 in 100 with CPE inhibition below about 21%; also: strong numbers were not always called active
# Autophagy mod – alters autophagy in cells. MEF GFP-LC3 puncta imaging; test concentration mostly 10 µM. calls only at 10 µM (by protocol). 190,000 tested, 0.98% active;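 active = percentage of spot-positive cells more than 3 SD above its plate mean, without a fluorescence outlier flag or 80% toxicity; inconclusive = no clear call, values can overlap the other calls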;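 also: spot-positive cell cutoff set from DMSO-treated cells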
# WT yeast gro inh – growth inhibition of WT yeast, mitochondrial fusion screen; mitochondrial fusion phenotypic screen, WT strain; inhibition, % at 10 µM; 190,000 tested, 2.1% active; AID 1362; in the data active = inhibition above about 58%; tested in S. cerevisiae
# GPR35 arrestin U2OS – inhibition of zaprinast-stimulated GPR35 beta-arrestin translocation – imaging, U2OS, beta-arrestin-GFP, zaprinast agonist, primary screen (AID 2058); U2OS GPR35 beta-arrestin-GFP translocation imaging, zaprinast antagonism; higher % means a stronger effect; inhibition, % at 10 µM; hits with a dose series show IC50 in µM; 290,000 tested, 0.052% active;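 active = inhibition of at least 50% with at least 30 cells and total cytoplasm GFP at most 10,000,000; inconclusive = under 30 cells or total GFP of 10,000,000 plus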
# NTR1 ag – agonists of NTR1, primary screen, imaging, U2OS cells, beta-arrestin-GFP, high content (AID 493036) | P30989 | NTR1-U2OS beta-arrestin-GFP spot imaging, agonist mode | activation, % at 20 µM | 330,000 tested, 0.17% active;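 active = activation at or above 40% of the spot to cytoplasm intensity ratio, with at least 20 cells analyzed; inconclusive = wells under 20 cells, flagged as cytotoxic or low count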;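 also: 0% = DMSO without peptide and 100% = 100 nM NTR1 peptide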
# Target sequence (P30989 whole entry, looked up): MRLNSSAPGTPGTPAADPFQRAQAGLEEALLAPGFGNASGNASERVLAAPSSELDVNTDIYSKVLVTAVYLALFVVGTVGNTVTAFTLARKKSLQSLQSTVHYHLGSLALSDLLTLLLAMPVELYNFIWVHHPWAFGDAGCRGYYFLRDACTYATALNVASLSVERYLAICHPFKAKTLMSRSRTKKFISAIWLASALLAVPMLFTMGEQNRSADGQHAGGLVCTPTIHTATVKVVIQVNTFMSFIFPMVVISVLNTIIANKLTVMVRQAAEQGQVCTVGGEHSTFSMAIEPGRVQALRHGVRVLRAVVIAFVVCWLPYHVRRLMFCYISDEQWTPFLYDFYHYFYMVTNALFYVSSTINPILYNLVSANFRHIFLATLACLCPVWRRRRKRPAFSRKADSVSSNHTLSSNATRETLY
# AID2073 – disruptors of CaV2.2 binding to Mint1 – biochemical, HTRF (AID 2073); HTRF protein-protein interaction, Mint1-CaV2.2; higher % means a stronger effect; inhibition, % at 20 µM, or IC50 in µM where a hit was titrated; 290,000 tested, 0.19% active; in the data active = inhibition mostly above about 51%, no sharp cut-off; inconclusive = no clear call, values can overlap the other calls; inactive = mostly below about 53%; also: some results filed as inactive read as strong as hits
# LYP phosphatase – inhibitors of LYP phosphatase, biochemical, fluorescence intensity, uHTS (AID 1779); recombinant LYP phosphatase, fluorescence intensity; higher % means a stronger effect; inhibition, % at 11.5 µM, or IC50 in µM where a hit was titrated; 290,000 tested, 0.054% active; in the data active = inhibition above about 50%;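 also: plate controls were vehicle with enzyme for no effect and no enzyme for full effect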
# WT yeast gro inh mutant strain – second read-out of WT yeast gro inh, no call of its own (marks repeat the call); inhibition, %; mitochondrial fusion phenotypic screen, mutant strain inhibition
# Autophagy mod cell loss 18 h – recorded beside Autophagy mod, whose call it bears; toxicity, %; measured here: cell loss, nuclei count;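 cell loss after 18 h compound exposure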
# NTR1 ag cell count 20 µM – recorded beside NTR1 ag, whose call it bears; cell count; measured here: cell count, cytotoxicity flag
# Dengue-2 NS5 capping pilot replicate – recorded beside Dengue-2 NS5 capping, whose call it bears; inhibition, %; measured here: pilot screen replicate inhibition
# * marks the source's active call; other numbers are inactive results; i = inactive; ? = inconclusive; · = no result given; [ ] = another dose, or the depositor's remark.
SMILES,UTI89 phage lysis,Dengue-2 NS5 capping,RSV CPE inhibition,Autophagy mod,Autophagy mod cell loss 18 h,WT yeast gro inh,WT yeast gro inh mutant strain,GPR35 arrestin U2OS,NTR1 ag,NTR1 ag cell count 20 µM,AID2073,LYP phosphatase,others
CCCCCCCNC(=O)C1(CC2CC(c3cccc(Br)c3)=NO2)CCN(C(=O)C2CCCC2)CC1 (centres undefined),2.9%,-9%,0.9%,·,·,·,·,·,0.3,58,·,·,
FC(F)(F)c1ccccc1NC(=S)Nn1cnnc1,1.3%[50 µM],-3%,0.3%,·,·,·,·,-2%,-0.4,65,-5%,-12%,
CCOc1ccccc1C(=O)Nc1ccc(S(=O)(=O)N2CCN(C)CC2)cc1,-0.2%,7%,-0.3%,·,·,·,·,11%,0.6,71,44%,-5%,
COc1ccc(/C=C(\NC(=O)c2ccc(C)cc2)C(=O)Nc2c(C)n(C)n(-c3ccccc3)c2=O)cc1,0.1%,5%,1.7%,i,16,1,-46,-5%,-0.1,72,6%,-3%,
O=C(Cc1c(F)cccc1Cl)Nc1cccnc1,0.1%,-7%,0.1%,i,-6,11,-14,15%,1.7,54,2%,-5%,
CCOC(=O)C1=C(C)N=c2s/c(=C\c3ccc(OCC(=O)O)c(OC)c3)c(=O)n2C1c1ccc(OC)cc1 (centres undefined),-1.8%[50 µM],-8%,2.8%,·,·,·,·,-15%,1.0,101,13%,9%,
O=C1C(Cl)=C(Nc2ccc3cn[nH]c3c2)C(=O)c2ccccc21,0.2%,19µM*,-2.1%,·,·,·,·,4%,·,·,12%,-5%,
O=C(CSc1oc(-c2ccccc2)nc1S(=O)(=O)c1ccc(F)cc1)NCC1CCCO1 (centres undefined),-0.1%,-14%,2.6%,i,2,-15,-7,8%,1.0,88,-1%,-9%,
Cc1cc(C(=O)NCc2ccc3c(c2)OCO3)ccc1[N+](=O)[O-],0.2%,-3%,1.2%,·,·,·,·,10%,1.4,66,14%,-6%,
COc1cc(C(=O)NC(=S)Nc2ccc(Cl)cn2)cc(OC)c1OC,0.0%,0%,0.0%,·,·,·,·,12%,7.7,58,2%,7%,
CCc1nnc(NC(=O)c2ccc(Cl)nc2)s1,i,-8%,0.8%,i,-2,-9,1,4%,-1.8,63,37%,-7%,
CN(C)S(=O)(=O)c1cc(NC(=O)CN2CCN(c3ccccc3)CC2)ccc1Cl,2.2%,-5%,9.7%,i,2,15,-3,-7%,-1.5,58,0%,-5%,
COc1cccc(NC(=O)c2nnn(CC(=O)Nc3cc(C)cc(C)c3)c2N)c1,0.3%,3%,2.1%,·,·,·,·,3%,1.2,64,16%,-14%,
O=C1CC(Sc2ncccn2)C(=O)N1c1ccccc1 (centres undefined),-1.8%,-1%,1.6%,i,6,-2,7,4%,1.9,74,-15%,-3%,
Cc1ccc(Nc2nc3ccccc3n3nnnc23)cc1,0.0%,-7%,-0.4%,i,-4,16,12,9%,8.2,62,2%,4%,
CN(CC(=O)c1c(N)n(C)c(=O)n(C)c1=O)c1ccccc1,0.3%,-3%,3.6%,i,16,-32,1,-8%,1.4,63,3%,-4%,
CS(=O)(=O)NNC(=O)c1sccc1OCc1ncc(C(F)(F)F)cc1Cl,0.0%,-2%,2.1%,·,·,·,·,-9%,0.6,40,6%,-8%,
CN(C)C(=O)C(=O)c1cccn1-c1cccc(Cl)c1C#N,0.6%,-10%,2.8%,i,8,-14,-13,5%,1.4,70,-5%,-3%,
COc1cccc(NC(=O)COc2coc(CN3CCN(c4ccccc4)CC3)cc2=O)c1,-0.3%[50 µM],-10%,1.8%,·,·,·,·,·,0.6,44,·,·,
Cc1ccc(Nc2nc3ccccc3c(=O)s2)cc1C,-6.1%,-8%,2.6%,i,1,-2,-10,-1%,3.2,52,-34%,-6%,

# Three entries drawn at random from those above, as already listed:
SMILES,UTI89 phage lysis,Dengue-2 NS5 capping,RSV CPE inhibition,Autophagy mod,Autophagy mod cell loss 18 h,WT yeast gro inh,WT yeast gro inh mutant strain,GPR35 arrestin U2OS,NTR1 ag,NTR1 ag cell count 20 µM,AID2073,LYP phosphatase,others
FC(F)(F)c1ccccc1NC(=S)Nn1cnnc1,1.3%[50 µM],-3%,0.3%,·,·,·,·,-2%,-0.4,65,-5%,-12%,
COc1ccc(/C=C(\NC(=O)c2ccc(C)cc2)C(=O)Nc2c(C)n(C)n(-c3ccccc3)c2=O)cc1,0.1%,5%,1.7%,i,16,1,-46,-5%,-0.1,72,6%,-3%,
CCCCCCCNC(=O)C1(CC2CC(c3cccc(Br)c3)=NO2)CCN(C(=O)C2CCCC2)CC1 (centres undefined),2.9%,-9%,0.9%,·,·,·,·,·,0.3,58,·,·,

# Next entries
SMILES,UTI89 phage lysis,Dengue-2 NS5 capping,RSV CPE inhibition,Autophagy mod,Autophagy mod cell loss 18 h,WT yeast gro inh,WT yeast gro inh mutant strain,GPR35 arrestin U2OS,NTR1 ag,NTR1 ag cell count 20 µM,AID2073,LYP phosphatase,others
O=C(CN(Cc1cccs1)S(=O)(=O)c1ccc(S(=O)(=O)N2CCCCC2)cc1)Nc1ccccc1,2.5%[50 µM],-7%,0.5%,i,6,2,12,13%,2.8,45,-3%,1%,
CCOc1ccc2nc(N(CCCN(C)C)C(=O)c3ccc(S(=O)(=O)N4CCCC4)cc3)sc2c1,3.4%[50 µM],18%,0.2%,·,·,·,·,0%,1.5,52,9%,-7%,
COCCn1c(N)c(Sc2ccc(Cl)cc2)c(=O)[nH]c1=O,-0.1%,-13%,0.9%,·,·,·,·,2%,-0.1,55,-4%,-7%,
CCCCCCC(=O)Nc1nc(C)c(-c2csc(Nc3cc(Cl)ccc3C)n2)s1,0.8%,-17%,5.3%,i,2,3,6,4%,0.9,51,-1%,-1%,
COc1ccc(Cl)cc1NC(=O)CC1CCCC1,0.3%,-3%,7.0%,·,·,·,·,-4%,-0.7,64,-9%,-7%,
Nc1nnc(SCC(=O)Nc2ccc3c(c2)OCCO3)s1,-0.1%,-6%,4.1%,i,-2,-5,-7,7%,0.4,84,0%,-4%,Dengue-2 NS5 capping pilot replicate=-6.1
COc1cc(C(=O)NCC(=O)N/N=C/c2c(C)[nH]c3ccccc23)cc(OC)c1OC,-0.5%,-4%,3.1%,·,·,·,·,-4%,0.0,42,8%,3%,
OCCN1CCN(c2ncnc3nc[nH]c23)CC1,0.4%,-2%,3.0%,i,-6,1,0,-6%,-2.0,65,-4%,0%,
COc1ccccc1CNCc1ccc(OC)c(OC)c1OC,0.2%,1%,-1.7%,i,-1,0,-3,-6%,0.7,44,1%,-4%,
N#Cc1nc(COc2ccc(Cl)cc2Cl)oc1N1CCN(c2ccccc2)CC1,-0.6%,-7%,3.7%,i,-12,13,3,0%,-0.6,45,-3%,-8%,
COc1ccc(OC)c2c1C(=O)C(Cl)=C(Cl)C2=O,-1.2%,5.2µM*,-1.5%,·,·,·,·,4%,-2.8,45,9.5µM*,-9%,
Cc1ccc(C(=O)CSc2nnc(-c3snnc3C)n2C2CC2)cc1,1.2%,2%,7.5%,·,·,·,·,13%,-0.4,53,-2%,-3%,
O=S(=O)(c1ccc(NC(=S)NC2CC2)cc1)N1CCOCC1,0.1%,-1%,-0.6%,i,-28,22,7,13%,1.0,52,-13%,-6%,
COc1ccc(C(=O)N2CCN=C2SC)cc1,0.7%,-7%,-0.4%,i,22,7,2,0%,-0.4,61,25%,-8%,
COc1ccc(/C=N/Nc2nc(N3CCCC3)nc(N3CCCC3)n2)cc1O,-0.3%,-10%,3.8%,i,2,-2,-2,4%,0.4,93,4%,-1%,
CC(C)c1ccc(C(=O)Nc2ccc(CN3CCOCC3)cc2)cc1,1.0%[50 µM],-7%,1.0%,·,·,·,·,7%,3.8,41,-4%,-6%,
Cn1c(=O)c(=O)n(C)c2cc(S(=O)(=O)N3CCN(c4ccc(F)cc4)CC3)ccc21,-0.1%,-9%,0.8%,i,-40,13,3,-8%,-0.6,66,46%,-2%,
Cc1ccc(CN2CCCN(Cc3c(F)cccc3Cl)S2(=O)=O)cc1,0.3%,-5%,7.3%,·,·,·,·,-8%,4.0,88,4%,1%,
CN(C)C(=S)Nc1cccc(F)c1,·,·,1.3%,·,·,·,·,-4%,0.4,44,-19%,-8%,
COc1ccc(N2CCN(C(c3ccccc3)c3nnnn3Cc3ccc(F)cc3)CC2)cc1 (centres undefined),0.2%,1%,18%,i,-5,50,29,-2%,3.4,60,6%,-5%,
COc1ccccc1CN1CC(C(=O)N(CCO)Cc2cccs2)CCC1=O (centres undefined),-0.3%,-1%,0.2%,·,·,·,·,2%,-1.6,74,-2%,-10%,
COc1cccc(CC(=O)Nc2cc(S(=O)(=O)N3CCOCC3)ccc2N2CCN(C)CC2)c1,0.6%[50 µM],4%,1.7%,·,·,·,·,·,1.8,55,·,·,
Cc1c(Br)c([N+](=O)[O-])nn1CCCC(=O)Nc1sc2c(c1C#N)CCC2,3.5%,0%,0.7%,i,6,25,3,12%,6.9,36,10%,9%,
C/C=C(\C)C(=O)NCCN1C2=NC[C@@H](Cc3ccccc3)N2C[C@H]1Cc1ccc(O)cc1,-2.4%,1%,-0.7%,i,2,-4,-4,1%,-1.9,105,2%,-9%,
O=C(COc1ccccc1C(=O)NCC1CCCO1)Nc1ccc(Br)cc1 (centres undefined),0.0%,-8%,-0.5%,i,7,34,3,1%,-1.4,50,10%,0%,
Cc1ccc(C(=O)N2CCCN(c3nc4cc5c(cc4cc3C#N)OCO5)CC2)cc1,0.1%,?,0.9%,·,·,·,·,-25%,2.6,49,32%,-4%,
Cc1ccc2nc(Cl)c(C3CC(c4cccs4)=NN3C(=O)CCC(=O)O)cc2c1 (centres undefined),-0.1%,-6%,0.0%,i,-1,-17,6,-4%,-1.2,71,11%,-3%,
O=C(O)c1ccccc1-n1c2ccccc2c2ccccc21,-0.1%,-2%,0.7%,·,·,·,·,2%,0.0,66,10%,-8%,
COc1ccccc1/C=C(/C(=O)OCC(=O)NCc1ccccc1)c1ccccc1,0.1%,-5%,20%,i,-9,37,-2,12%,6.1,90,4%,-3%,
Clc1nc(NC2CCCC2)nc(N2CCOCC2)n1,0.1%,0%,8.3%,·,·,·,·,-7%,0.2,51,26%,-4%,
Cc1ccc(S(=O)(=O)Nc2ccc3ccccc3n2)cc1,·,·,0.5%,·,·,·,·,-19%,-0.1,55,7%,3%,
Cc1ccc(S(=O)(=O)N2CCCC(C(=O)NCCc3ccccc3)C2)cc1 (centres undefined),-0.1%,-1%,1.4%,·,·,·,·,-18%,-0.2,37,0%,-4%,
O=C(O)CC(Cc1ccc(Cl)cc1)C(=O)Nc1ccccc1 (centres undefined),0.1%,-5%,-0.7%,·,·,·,·,-19%,0.4,45,4%,-7%,
CC(C)c1nc(SCC(=O)Nc2nccs2)c2ccccc2n1,-0.5%,-10%,0.2%,·,·,·,·,-5%,-0.2,41,0%,-6%,
